CASP6 VEID inh: blocks human caspase-6 cleavage activity; inhibition, % at 12.5 µM; P55212; hit rate 0.53% among 350,000; purified caspase-6, Z-VEID-R110 cleavage fluorescence;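 active = mean inhibition across replicates at least about 35%, with every replicate also reaching that limit, limit read from the data; inconclusive = only one of the two criteria met; inactive = neither criterion met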;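 note: 0% = median of neutral control wells and 100% = no fluorescence left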
GSIS activator: primary screen for activators of insulin secretion dependent on glucose, INS-1E cells, GLuc reporter luminescence; INS-1E GLuc reporter insulin secretion, 2-3 h; activation, % at 16.6 µM; hit rate 0.61% among 370,000;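 active = lowest replicate activation of at least 40%, so every replicate reaches that level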;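 note: 0% = median of neutral control wells and 100% = median of IBMX positive control wells; some compounds called inactive have numbers as strong as hits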
E-selectin induc: E-selectin induction on HUVECs. hit rate 0.37% among 260,000. AID 686992. HUVEC E-selectin immunofluorescence imaging; normalized: neutral wells 0, TNF-alpha wells 100. activation, % at 7.58 µM;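 active = mean E-selectin-positive cell signal at least 10% of the positive control, reached in at least 60% of replicates, without over 20% cell loss; inconclusive = no rule given, readout overlaps actives, possibly toxicity-flagged; inactive = the rest, including those meeting only one limit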;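 note: in these data hits start at about 27%; measured in HUVEC primary endothelial cells; signal is the percent of cells scored E-selectin positive by PE staining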
Target sequence (P16581 whole entry, looked up): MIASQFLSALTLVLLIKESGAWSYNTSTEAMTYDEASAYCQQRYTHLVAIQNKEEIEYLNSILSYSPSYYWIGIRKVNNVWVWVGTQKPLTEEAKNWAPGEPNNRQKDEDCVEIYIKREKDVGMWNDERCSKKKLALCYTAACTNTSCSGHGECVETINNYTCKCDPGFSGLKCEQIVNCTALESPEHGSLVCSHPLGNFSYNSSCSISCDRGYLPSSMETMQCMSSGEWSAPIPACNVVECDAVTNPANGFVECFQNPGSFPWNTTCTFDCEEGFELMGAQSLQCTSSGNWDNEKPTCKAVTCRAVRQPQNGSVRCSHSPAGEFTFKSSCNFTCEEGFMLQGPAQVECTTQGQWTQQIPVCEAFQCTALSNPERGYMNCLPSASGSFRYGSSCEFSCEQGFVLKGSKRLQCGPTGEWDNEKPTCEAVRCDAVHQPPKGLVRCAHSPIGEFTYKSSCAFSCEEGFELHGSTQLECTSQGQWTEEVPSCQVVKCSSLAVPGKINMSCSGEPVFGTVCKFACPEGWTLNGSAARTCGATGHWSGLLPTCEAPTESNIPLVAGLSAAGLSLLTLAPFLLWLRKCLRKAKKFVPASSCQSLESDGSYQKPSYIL
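Assay system: HUVEC, human umbilical vein endothelial cells / Amount: 3,000 HUVEC/well / Controls: TNF-alpha positive control, DMSO neutral control / Compound dosing: single concentration / Medium: EGM-2 over gelatin coat / Evaluation: percent E-selectin-positive cells / Signal: immunofluorescence imaging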
RAD52 anneal inh: RAD52 (human) annealing inhibition. P43351. recombinant RAD52 DNA annealing, FRET fluorescence. inhibition, % at 18.7 µM. hit rate 0.46% among 360,000. AID 651710;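 active = every replicate showing at least 50% inhibition; inconclusive = mean inhibition at least 50% but not in every replicate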
Target sequence (P43351 whole entry, looked up): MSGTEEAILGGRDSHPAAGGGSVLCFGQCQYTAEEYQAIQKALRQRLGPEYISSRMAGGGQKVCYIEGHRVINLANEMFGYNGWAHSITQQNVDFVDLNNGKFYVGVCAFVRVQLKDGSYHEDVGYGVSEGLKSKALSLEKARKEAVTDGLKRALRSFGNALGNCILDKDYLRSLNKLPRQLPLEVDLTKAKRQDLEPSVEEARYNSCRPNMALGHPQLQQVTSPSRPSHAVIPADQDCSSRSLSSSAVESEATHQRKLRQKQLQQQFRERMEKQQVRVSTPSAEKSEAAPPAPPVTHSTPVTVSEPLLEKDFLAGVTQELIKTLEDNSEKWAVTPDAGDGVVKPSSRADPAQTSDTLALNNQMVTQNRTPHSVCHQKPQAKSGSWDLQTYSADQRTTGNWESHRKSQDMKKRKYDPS
RAD54 branch: inhibitors of human RAD54 branch migration; RAD54 Holliday junction branch migration, FAM/BHQ fluorescence; inhibition, % at 10.4 µM; hit rate 0.14% among 360,000; Q92698; AID 602329;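 active = mean normalized replicate activity at least 40 and at least half of replicates scoring 40 or more; inconclusive = only one of the two criteria met; inactive = mean below 40 and under half of replicates reaching 40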;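 note: 0% = median of neutral control wells and 100% = median of positive control wells; inhibitors cause a drop in the FAM fluorescence signal; in these data hits start at about 50%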
CFTR F508del cor: CFTR F508del correction in bronchial cells; CFBE cells, YFP halide quenching; stimulated with forskolin plus potentiator P3; % fluorescence drop versus neutral controls; hit rate 0.36% among 350,000; activity (quench increase), % at 7.58 µM;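 active = mean added fluorescence quench of at least 8% versus neutral control, with both replicates also reaching 8%; inconclusive = only one of the mean or replicate conditions met; inactive = mean below 8% and not both replicates reaching 8%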;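 note: cells transiently co-express mutant CFTR-F508del with the halide-sensitive YFP; corrector assay measuring rescue of mutant channel to the surface after 24 h compound exposure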
DENV2 CPE: DENV2-induced cell death inhibition | hit rate 1.7% among 350,000 | DENV2-infected cells, cytopathic effect rescue, plate reader | AID 651640 | CPE inhibition, % at 9.99 µM; in the data active = CPE inhibition above about 20%, passing the limit was not always enough; inconclusive = no clear call, values can overlap the other calls; tested in BHK-21 cells;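 note: 0% = median of neutral control wells and 100% = median of positive control wells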
XiGFP reactiv: reactivates the inactive X chromosome in mouse fibroblasts; XiGFP mouse fibroblasts, % GFP-positive cells imaging, 3 d; cells co-treated with 5-aza-dC sensitizer; scaled so ellipticine positive control = 100%; activation, % at 7.58 µM; hit rate 0.055% among 360,000; AID 743238;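 active = mean normalized replicate activation at least 10% and every replicate at or above 10%; inconclusive = only one of the two criteria met; inactive = mean below 10% and not all replicates reach 10%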;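 note: 0% = median of on-plate neutral control wells and 100% = ellipticine 6 µM median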
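System: XiGFP fibroblasts, SV40-immortalized. Medium: DMEM plus 5-aza-dC sensitizer. Doses: single point. Timing: 3 d treatment, 15 min room-temperature fixation. Control set: ellipticine 6 µM.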
* marks the source's active call; other numbers are inactive results; ? = inconclusive; . = not tested or not shown; & = joins results of further samples. This is a random part of the collection; any-hit rate near 3.7%.

SMILES | CASP6 VEID inh | GSIS activator | E-selectin induc | RAD52 anneal inh | RAD54 branch | CFTR F508del cor | DENV2 CPE | XiGFP reactiv
C=CCN(CC=C)Cc1c(C)[nH]c2c(C)c(C)ccc2c1=O | -4 | 15 | . | -13 | . | . | 1 | 0.0
COc1ccc(OCc2nnc(SCC(=O)NC3CC4CCC3C4)o2)cc1 (centres undefined) | 0 | 38 | 0.0 | -5 | -5 | -0.8 | -6 | 0.3
COc1ccc(-n2c(Cc3cccn3C)nnc2SCC(=O)Nc2cccc(F)c2)cc1 | -2 | 0 | 0.0 | -77 | 1 | 1.2 | 7 | 0.0
CCOc1ncccc1C(=O)OCC(=O)NCc1ccc2c(c1)OCO2 | 2 | -1 | . | -8 | . | 1.4 | 2 | 0.0
Cc1cc(C)nc(N/N=C/c2cccc([N+](=O)[O-])c2)n1 | 1 | . | 0.5 | -12 | 2 | -3.9 | -4 | 0.1
CC(NC(=O)c1cccc(S(=O)(=O)N(C)C)c1)c1nc2ccccc2[nH]1 (centres undefined) | 1 | 1 | -1.0 | -3 | . | 1.7 | 0 | 0.0
C[C@@H]1CCCCO[C@H](CN(C)Cc2ccc3c(c2)OCO3)[C@H](C)CN([C@@H](C)CO)C(=O)c2cc(NS(=O)(=O)c3ccccc3)ccc2O1 | 1 | -10 | . | 16 | -3 | 3.3 | -6 | 0.1
CCNC(=O)C[C@@H]1CC[C@@H]2[C@H](COc3ccc(NC(=O)Nc4ccc(F)cc4)cc3C(=O)N2C)O1 | -2 | -3 | 0.0 | 9 | 9 | -0.2 | 3 | 0.2
CC(=O)Nc1ccc(OC(F)(F)Cl)cc1 | 2 | 4 | . | -12 | . | 0.9 | . | 0.3
Cc1noc(C)c1NC(=O)Nc1ccc2c(c1)CC(=O)N([C@@H](C)CO)C[C@H](C)[C@@H](CN(C)CC1CC1)O2 | 2 | 3 | 0.0 | 9 | 0 | -3.5 | 7 | -0.2
C[C@H](CO)N1C[C@H](C)[C@H](CN(C)C(=O)Cc2ccccn2)Oc2ncc(-c3cncnc3)cc2C1=O | 0 | 3 | -0.5 | -5 | 5 | 1.3 | 5 | -0.6
O=C(C[C@@H]1CC[C@@H]2[C@H](COC[C@@H](O)CN2Cc2ccncc2)O1)NCc1ccncc1 | 2 | 26 | 0.1 | 0 | 2 | 0.2 | -1 | 0.3
Cc1ccc(C(=O)N/C(=C\c2ccc(-c3ccccc3[N+](=O)[O-])o2)C(=O)NCCCN(C)C)cc1 | 11 | 11 | 0.1 | -91 | . | -2.7 | -7 | 0.2
c1ccc(CSc2ncnc3ccccc23)cc1 | 6 | 11 | . | -2 | -11 | 0.2 | -2 | 0.0
C[C@H](C(O)c1ccccc1)N(C)C(=O)CN (some centres undefined) | 2 | -4 | -0.1 | -40 | -11 | -1.6 | -7 | 0.0
CO[C@@H]1CN(C)C(=O)c2cc(NS(=O)(=O)c3cccc(F)c3)ccc2OC[C@@H](C)N(Cc2cc(F)ccc2F)C[C@@H]1C | 0 | -9 | -0.4 | -4 | -9 | -1.1 | -11 | 0.1
COC(=O)CCc1nc2c(C#N)c(-c3ccc(Cl)cc3)ccn2n1 | . | 23 | . | -33 | 6 | -2.9 | -3 | 0.2
CC(=O)Nc1ccc(NC(=O)Cn2c(=O)n(-c3ccc(C)cc3)c(=O)c3oc4ccccc4c32)cc1 | -2 | 12 | 2.7 | -19 | -4 | -1.6 | -1 | -0.1
C[C@@H]1CN([C@H](C)CO)C(=O)c2cc(C#C[C@@H](C)O)cnc2O[C@@H]1CN(C)Cc1ccccn1 | -1 | 12 | 0.0 | -1 | 8 | 1.6 | -1 | -0.2
N#Cc1cccc(NC(=O)NCCc2c[nH]c3ccccc23)c1 | 0 | -9 | -1.2 | -10 | -8 | -0.2 | 2 | 0.1
CN(NC1OC(=O)c2ccccc21)c1ncc(C(F)(F)F)cc1Cl (centres undefined) | -2 | -3 | 0.6 | -21 | 3 | 1.0 | -6 | 0.2
CCCCNC(=O)C1(C)CCCCCN1Cc1cc2ccccc2o1 (centres undefined) | 3 | 19 | -0.9 | 3 | -4 | -3.6 | 7 | 0.0
CC1(C)CC(=O)C=C(Nc2ccccc2N)C1 | -2 | 0 | 0.2 | -3 | -10 | 1.1 | 3 | 0.1
CC(NC(=O)c1ccco1)C(=O)N1CCCCC1 (centres undefined) | 0 | -3 | 0.5 | -8 | -13 | 0.9 | -1 | 0.0
O=C(Oc1ccc(Cl)c2cccnc12)c1cccnc1 | 7 | 12 | . | -12 | -2 | -12 | 2 | 0.0
CCCc1ccc(OC(=O)c2ccc(O)cc2Cl)cc1 | -1 | -6 | . | 1 | 12 | 2.1 | 2 | 0.0
CCOC(=O)N1CCN(C(=O)c2cn(CC)c3ccc(S(=O)(=O)N4CCOCC4)cc3c2=O)CC1 | -2 | 9 | . | -9 | 12 | -2.6 | 2 | 0.3
Brc1ccc(-c2noc(COc3ccc4c(c3)CCC4)n2)o1 | 1 | . | 0.0 | -5 | -10 | -2.6 | -2 | -0.1
C[C@H](CO)N1C[C@H](C)[C@H](CN(C)Cc2ccc(Oc3ccccc3)cc2)Oc2ccc(NC(=O)CCC(F)(F)F)cc2CC1=O | . | -26 | -5.2 | . | -7 | 2.8 | -3 | -0.8
CC1(OC(=O)CCc2ccccc2)C(=O)C=C2C=C(c3ccc(C#N)cc3)N(C3CCCCC3)C=C2C1=O (centres undefined) | . | 6 | 0.4 | -12 | 12 | -2.8 | -1 | 0.0
CCCCN(C)Cc1cc(=O)oc2cc3c(cc12)CCCC3 | -2 | 13 | 0.2 | -4 | . | -3.2 | 1 | 0.0
CO[C@@H]1CN(C)C(=O)c2ccc(NC(=O)Nc3ccccc3F)cc2OC[C@@H](C)N(C(C)=O)C[C@H]1C | 0 | -1 | -0.3 | -5 | . | -1.4 | 5 | 0.1
O=C(Nc1ccc2c(c1)OCO2)C1CCCN(c2nc3ccccc3s2)C1 (centres undefined) | -1 | . | . | -14 | 1 | 0.3 | . | .
O=C(NCC(=O)N(c1ccc(F)cc1)C(C(=O)NC1CCCCC1)c1ccncc1)c1ccco1 (centres undefined) | 0 | -14 | 13 | -13 | 4 | 0.0 | -2 | 0.4
O=C(CN1CCCC1)N/N=C/c1c(O)ccc2ccccc12 | -6 | -8 | . | -34 | 17 | 10.0* | 1 | 0.3
CCn1c(-c2ccccc2)c(C(=O)CC#N)c2ccccc21 | -2 | 12 | . | -80 | 12 | -1.1 | 3 | 0.1
S=C1NCN(Cc2ccco2)CN1Cc1ccco1 | 3 | . | . | -10 | -11 | -0.5 | -1 | 0.0
OCCOc1ccc(CN2CCCC(N3CCN(c4ccc(F)cc4)CC3)C2)cc1 (centres undefined) | 0 | 2 | -0.1 | -4 | 8 | 0.3 | -4 | 0.3
CC(C)NC(=O)N(C)C[C@@H]1Oc2ccc(NC(=O)Nc3ccc(C(F)(F)F)cc3)cc2CC(=O)N([C@H](C)CO)C[C@@H]1C | -2&-4 | -2&-37 | 0.0&0.2 | 12&-39 | 8&-4 | -0.1&-1.8 | -2&2 | -0.7&0.0
CCCN1CCC(NC(=O)CC2C(=O)NCCN2Cc2cccc(OC)c2)CC1 (centres undefined) | -42 | -3 | -1.3 | -16 | 0 | -2.0 | 85* | 0.3
CCOC(=O)c1ccccc1-c1cn2cc(Cl)ccc2n1 | -1 | 12 | . | -17 | 2 | -2.2 | . | 0.0
COc1ccc(C)cc1NC(=O)CSCc1ccccc1C | 1 | 2 | 0.0 | -12 | -1 | -0.7 | 5 | 0.3
COc1cc(Nc2c3ccccc3nc3ccccc23)cc(OC)c1OC | 3 | -15 | 0.2 | 55* | 76* | 7.9 | 5 | 0.0
O=C(C[C@H]1C=C[C@H](NC(=O)Nc2cc(F)ccc2F)[C@H](CO)O1)NCc1ccc2c(c1)OCO2 | -6 | -1 | 3.1 | -1 | 1 | 2.9 | 3 | -0.4
CN(C)c1ccc(/C=N/NC(=O)CNC(=O)c2ccc3c(c2)OCCO3)cc1 | 4 | -1 | -0.3 | -8 | . | 1.1 | 2 | 0.1
Oc1ccc2ccccc2c1CNc1ccc(Br)cc1 | -1 | -1 | 0.7 | -16 | . | -0.6 | 14 | 0.1
O=[N+]([O-])c1ccccc1CNc1ccc(F)c(Cl)c1 | 2 | -28 | 2.2 | -5 | 8 | . | -6 | 0.1
CS(=O)(=O)N(CC(=O)N1CCCCCC1)c1cccc(F)c1 | 1 | 6 | . | -8 | -1 | 0.0 | 2 | -0.1
CN1C(=O)c2cc(NC(=O)c3cccs3)ccc2OC[C@@H]2O[C@@H](CC(=O)N3CCOCC3)CC[C@@H]21 | 5 | 2 | 0.0 | 4 | 0 | 1.4 | 18 | 0.1
COC(=O)C1=C(C)N(C)C(=O)NC1c1ccc([N+](=O)[O-])o1 (centres undefined) | 0 | -2 | . | -5 | . | 4.8 | -6 | 0.0
CC(C)NC(=O)N(C)C[C@@H]1OCCCC[C@H](C)Oc2ccc(NC(=O)c3ccccc3)cc2C(=O)N([C@H](C)CO)C[C@H]1C | -3 | -6 | 2.0 | -13 | 3 | 2.5 | 0 | 1.7
CCCC(=O)NNC(=O)Nc1ccccc1 | -3 | . | . | -6 | 6 | -0.4 | 4 | .
CCOc1ccc(NS(=O)(=O)c2ccc3c(c2)n(C)c(=O)n3C)cc1 | -4 | 3 | . | 2 | 6 | -0.5 | 0 | 0.1
Cc1ccccc1N1CCN(C(=O)C2CCC(=O)N(C3CCCC3)C2)CC1 (centres undefined) | 0 | 7 | . | -11 | 7 | -3.9 | ? | 0.0
C[C@@H](NC(=O)C[C@H]1C[C@@H]2c3cc(NC(=O)C4CCOCC4)ccc3O[C@@H]2[C@H](CO)O1)c1ccccc1 | 1 | 22 | -0.4 | 11 | 0 | -1.1 | 0 | 0.0
Cn1ccnc1SCC(=O)Nc1cccc(S(=O)(=O)N2CCCCCC2)c1 | -1 | -23 | . | -5 | . | -4.1 | -12 | -0.2
COc1ccccc1CC(=O)N1CCN(C(=O)c2ccco2)CC1 | -1 | 15 | -0.1 | -5 | -1 | 0.0 | ? | 0.1
Cc1cc(C)n2nc(SCn3nnc4ccccc4c3=O)nc2n1 | 1 | 0 | . | 0 | -10 | -4.7 | . | .
COc1cccc(S(=O)(=O)N(C)C[C@@H]2Oc3ncc(C#Cc4ccccc4)cc3C(=O)N([C@H](C)CO)C[C@@H]2C)c1 | 0 | . | . | 3 | -11 | -2.3 | 1 | .
COc1ccc(OCc2nnc(SCC(=O)Nc3nnc(C4CC4)s3)n2C)cc1 | -1 | -17 | -0.1 | -3 | -17 | -0.2 | 7 | 0.0
O=C(Nc1cccc(NC(=O)c2ccccc2Cl)c1)c1ccc([N+](=O)[O-])o1 | 4 | 0 | . | 1 | -3 | -9.8 | 7 | 1.8
C[C@@H]1CN([C@@H](C)CO)S(=O)(=O)c2ccc(-c3ccccc3)cc2O[C@@H]1CN(C)S(C)(=O)=O | -1 | -7 | 0.4 | 11 | -11 | -2.0 | -2 | -0.8
